# Screening results as filed in PubChem.
# GRP78 ERSR act = inducers of ER stress response in human glioma cells; U87-MG GRP78 promoter luciferase reporter, 16 h; Potency, µM, inactives show at the top dose activation, most hits filed as activators; 420,000 compounds, 0.02% hits; AID 602332; also: potency is read from the fitted curve at half-maximal effect; series mostly up to about 76 µM; % of control where 0% means no effect; nearly all actives have a fitted effect of over 35% in size
#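 ERSR induction read as luciferase luminescence (Bright-Glo, 10 min at room temperature) in stably transfected human U87-MG glioma cells exposed to compounds for 16 h, using GRP78 as sensor.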
# 12-LOX inh = blocks human arachidonate 12S-lipoxygenase | P18054 | purified 12hLO, xylenol orange hydroperoxide absorbance | Potency, µM (highest dose often 108 µM), inactives show at the top dose activity change, negative = inhibition, hits mostly inhibitors | AID 1671190 | 580,000 compounds, 1.1% hits; also: potency is read from the fitted curve at half-maximal effect; % is scaled to controls: 0 for no effect and ±100 for the full control effect
#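 Purified human 12hLO at 150 nM in 25 mM Hepes, 0.01% Triton X-100, pH 7.0, preincubated 15 min at room temperature with compound. Reaction started with 40 uM arachidonic acid, 30 min at room temperature. Hydroperoxide measured by Fe-xylenol orange, 573/405 nm absorbance ratio.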
# D2 antagonist = antagonists of human D2 dopamine receptor; P14416; HEK293 TREx D2 cells, calcium flux, dopamine EC80; inhibition, % at 10 µM; 340,000 compounds, 2% hits; AID 485344; in the data active = inhibition above about 30%; also: 0% is about no effect
# Target sequence (P14416 whole entry, looked up): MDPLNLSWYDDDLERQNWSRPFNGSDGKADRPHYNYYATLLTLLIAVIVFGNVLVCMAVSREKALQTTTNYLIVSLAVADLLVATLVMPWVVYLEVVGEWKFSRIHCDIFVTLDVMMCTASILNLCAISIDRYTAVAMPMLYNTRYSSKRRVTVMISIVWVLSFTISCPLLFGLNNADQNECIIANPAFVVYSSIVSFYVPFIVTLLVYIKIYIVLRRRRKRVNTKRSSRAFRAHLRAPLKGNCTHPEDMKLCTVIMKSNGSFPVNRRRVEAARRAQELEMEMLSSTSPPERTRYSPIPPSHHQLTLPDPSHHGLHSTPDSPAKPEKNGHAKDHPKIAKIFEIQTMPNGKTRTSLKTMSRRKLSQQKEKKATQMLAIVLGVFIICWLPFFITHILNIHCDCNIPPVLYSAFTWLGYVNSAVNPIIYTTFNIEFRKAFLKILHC
#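 In this primary screen, negative modulation is detected by tracking calcium flux after an EC80 dopamine challenge in inducible HEK293 T-REx D2 cells preexposed to test compound for 180 s.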
# RGS4 inh = human RGS4 inhibition; P49798; Transcreener GDP fluorescence polarization, RGS4-accelerated GTP hydrolysis; Potency, µM (top dose mostly 114 µM), for inactives: at the top dose activity change, negative = inhibition, hits mostly inhibitors; 390,000 compounds, 0.039% hits; AID 504845; also: potency is read from the fitted curve at half-maximal effect; % is scaled to controls: 0 for no effect and ±100 for the full control effect; nearly all actives have a fitted effect of over 75% in size; some results filed as inactive show a strong effect at the top dose
# Target sequence (P49798 whole entry, looked up): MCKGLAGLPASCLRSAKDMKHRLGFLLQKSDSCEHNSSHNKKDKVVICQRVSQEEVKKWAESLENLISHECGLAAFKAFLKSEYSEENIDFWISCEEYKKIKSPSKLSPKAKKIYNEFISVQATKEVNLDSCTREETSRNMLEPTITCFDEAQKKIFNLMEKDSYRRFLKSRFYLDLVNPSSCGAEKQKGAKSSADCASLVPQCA
#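 MLSMR compounds (23 nl, pin-transferred) preincubated 10 min at room temperature with a 500nM (2x) first reagent, then RGS4 at 900nM (2x) plus Transcreener GDP mix added; fluorescence polarization (620/688 nm) read before and after 90 min at 30 °C.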
# Vif-APOBEC3G blk = Vif-A3G binding inhibition. Q9HC16. Potency, µM (series often up to 46.1 µM), without a hit: at the top dose activity, negative = active, usual class: inhibitors. 410,000 compounds, 0.076% hits. HeLa A3G-eYFP + Vif (tagged APOBEC3G with the HIV-1 protein that degrades it), YFP fluorescence, overnight;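 also: potency is read from the fitted curve at half-maximal effect; % is scaled to controls: 0 for no effect and ±100 for the full control effect; nearly all actives have a fitted effect of over 60% in size; hits raise eYFP signal because A3G escapes Vif-driven loss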
# Target sequence (Q9HC16 whole entry, looked up): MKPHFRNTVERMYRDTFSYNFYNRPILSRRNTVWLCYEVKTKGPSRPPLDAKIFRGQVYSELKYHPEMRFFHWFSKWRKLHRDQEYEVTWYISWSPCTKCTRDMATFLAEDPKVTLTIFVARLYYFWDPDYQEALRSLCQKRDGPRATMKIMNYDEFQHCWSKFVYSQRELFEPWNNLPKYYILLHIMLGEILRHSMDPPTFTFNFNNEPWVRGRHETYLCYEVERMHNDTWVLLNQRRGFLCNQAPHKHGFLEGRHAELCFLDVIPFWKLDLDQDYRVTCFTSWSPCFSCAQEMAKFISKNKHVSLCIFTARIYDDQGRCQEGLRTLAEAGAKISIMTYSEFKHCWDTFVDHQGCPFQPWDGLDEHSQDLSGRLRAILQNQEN
#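 HeLa cells stably expressing Vif and C-terminally eYFP-tagged A3G, seeded overnight at 37 deg C, then exposed to compound by pintool overnight at 37 deg C. Rise in yellow fluorescence (Ex 488/Em 500-530, Acumen) marks blocked Vif-driven A3G degradation.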
# LDHA inh = LDHA (human) enzyme inhibition | P00338 | purified LDHA, NADH/diaphorase-resazurin fluorescence; stronger effect = lower value | activity change, % (values are at about 110 or 230 µM) | 480,000 compounds, 0.15% hits | AID 1347041; in the data active = activity change below about -30%; inconclusive = mostly about -25% to -30%;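 also: plate controls were DMSO wells for no effect and wells without enzyme for full effect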
#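 Resorufin fluorescence (ex540/em590), read at 0 and 20 min after diaphorase/resazurin addition, reports the NADH left after a 5 min room-temperature reaction of 2 nM human LDH5 with 0.06 mM NADH and 0.2 mM pyruvate.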
# Vif-APOBEC3F blk = Vif-A3F binding inhibition. Potency, µM (highest dose often 46.1 µM), for inactives: at the top dose activity, negative = active. AID 602313. 390,000 compounds, 0.2% hits. HeLa A3F-eYFP + Vif (tagged APOBEC3F with the HIV-1 protein that degrades it), YFP fluorescence increase; also: potency is read from the fitted curve at half-maximal effect; % of control where 0% means no effect; nearly all actives have a fitted effect of over 65% in size
#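 HeLa cells stably expressing A3F-eYFP plus Vif, plated and incubated overnight at 37 deg C, then exposed to compounds overnight at 37 deg C. Blocked degradation read as raised yellow fluorescence (Ex 488/Em 500-530).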
# D2 ag = activates the human D2 dopamine receptor | P14416 | HEK293 T-REx D2 cells, calcium flux agonist mode | 340,000 compounds, 0.53% hits | activation, % at 2 µM;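 active = activation over 3 SD above normal in the single-dose calcium agonist read, cut at about 30% in these data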; also: 0% is about no effect
#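 Tetracycline-induced HEK293 Trex cells with D2 receptor force-coupled to calcium signaling, plated overnight at 30 C and loaded with no-wash calcium dye. Calcium flux read kinetically for 180 s after compound addition; responses flag agonists.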
# ERG-DNA inh = ERG Ets/DNA interaction inhibition. P11308. fluorescence polarization, His-ERG Ets domain / labelled DNA. Potency, µM (top dose mostly 76.9 µM), for inactives: at the highest dose FP activity, negative = inhibition, usual class: inhibitors. 370,000 compounds, 0.028% hits. AID 624246; active = well fitted inhibition curve with a large enough effect in the polarisation, with a control signal flat; inconclusive = small, poorly fitted or top-dose-only effect, or effect the other way, or a change in a side signal; inactive = no such curve, though single readings can be large or run the other way; the % refers to the polarisation;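 also: polarization taken with two DNA probes labelled with fluorescein and Texas red; potency is read from the fitted curve at half-maximal effect; % of control where 0% means no effect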
#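 His-tagged ERG Ets domain (1 uM in the protein solution; 300mM KCl, 50mM Tris-HCl, 1mM EDTA, 1mM DTT, pH 7.5) received compound, then a probe mix of 5 nM fluorescein-DNA and 100nM Texas-615-DNA. Fluorescence polarization was read for both dyes.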
# * hit, by the source's call; ? = inconclusive; / = no result given; & = joins results of further samples; [ ] = another dose, or the depositor's remark. Unless noted, calls follow the shape of the dose curve; as a rule, active = well fitted curve in the direction sought with a large enough effect; inconclusive = small, poorly fitted or top-dose-only effect, or another doubt; inactive = no such curve, though single readings can be large; an effect the other way counts as inactive or inconclusive.
molecule,GRP78 ERSR act,12-LOX inh,D2 antagonist,RGS4 inh,Vif-APOBEC3G blk,LDHA inh,Vif-APOBEC3F blk,D2 ag,ERG-DNA inh
NC(=O)CC(NC(=O)c1ccccc1)c1ccc(NCCCN2CCCC2=O)c([N+](=O)[O-])c1 (configuration not stated),-3%,-8%,4,-24%,1%,-2,-3%,1.7,-4%
C=CCOc1c2ccc(C(=O)NCc3ccc(C)cc3)cc2nn1C,-2%,?,-3,-6%,1%,-2,0%,0.4,4%
O=C(O)CCN1C(=O)/C(=C\c2ccc(OCc3ccccc3)c(OCc3ccccc3)c2)SC1=S,-6%,-6%,1,-38%,4%,-1,-1%,0.0,26%
C=CCN(C(=O)Cn1nnc2ccccc21)C(C(=O)NCCOC)c1ccc(OC)cc1OC (configuration not stated),-6%,0%,-9,6%,1%,-7,-2%,0.9,-3%
COc1ccc(N(CC(=O)Nc2ccc(C)c(C)c2)S(=O)(=O)c2ccc(C)cc2)cc1OC,-1%,-10%,/,5%,-2%,-9,-2%,-0.6,5%
O=C(NNC(=O)c1cccc2ccccc12)c1cccc(Cl)c1,-1%,10%,/,-12%,0%,1,9%,/,-5%
CCOC(=O)COn1c(=O)c(-c2ccc(C)cc2)[n+]([O-])c2ccccc21,6%,?,-5,-2%,0%,-2,2%,-0.7,-4%
O=C(c1cc(S(=O)(=O)N2CCOCC2)ccc1Cl)N1CCN(c2ccccn2)CC1,-1%,13%,-3,-6%,-6%,-1,-3%,0.5,3%
COC(=O)CN(c1c(C)cccc1C)S(C)(=O)=O,-1%,25%,3,2%,1%,-3,8%,0.9,-8%
Cc1noc(Cn2c(=O)c3ccccc3n(CC(=O)Nc3ccc(Cl)cc3)c2=O)n1,-3%,-6%,/,-8%,-3%,-3,-4%,/,0%
COc1cc(OC)c(C2CC(=O)N3CN(C)CSC3=C2C#N)cc1OC (configuration not stated),5%,16µM*,13,?,3%,12,-1%,0.0,-7%
Cc1ccccc1-c1csc(C(O)c2ccc(F)cc2)n1 (configuration not stated),3%,-9%,/,/,-5%,-5,/,/,/
CCC(Sc1nc(=O)cc(N)n1CCc1ccccc1)C(=O)Nc1cc(C)on1 (configuration not stated),-3%,45%[activator],-1,13%,0%,-8,0%,-0.7,-13%
C=CCN1CCN(C(c2ccc(OC)c(OC)c2)c2nnnn2C(C)(C)C)CC1 (configuration not stated),-5%,?,-1,-1%,-3%,0,-5%,0.7,5%
O=c1[nH]nc(Sc2ccccc2)c(=S)[nH]1,-1%,?,/,/,1%,-5,2%,/,/
COc1ccc(CCN(C)C(=O)c2cc(S(=O)(=O)N3CCCCCC3)ccc2OC)cc1OC,-3%,12%,-3,7%,-2%,-2,1%,1.0,3%
Cc1nc(N2CCCC2)ncc1C(=O)NCc1ccc(Cl)cc1,/,-19%,/,-48%,/,-2,/,1.5,-2%
CCOc1ccc(NS(=O)(=O)c2c(C)nc3sc(CC)nn3c2=O)cc1,-2%&-3%,1%&5%,-13,-9%&5%,3%&0%,-5&-10,0%&-1%,1.0&0.1,9%&-1%
COc1ccccc1N(C)S(=O)(=O)c1ccc(C(=O)Nc2nc(C)cs2)cc1,2%,-16%,-6,-11%[56.9 µM],-9%,-1,2%,1.6,15%
Cc1ccccc1OCCCc1c(C)n[nH]c1C,-4%,?,-4,-8%,-1%,-6,18%,1.1,5%
CCC1(CC)C(=O)NC(=O)NC1=S,-7%,-7%,/,-13%,2%,1,1%,/,6%
COCCNS(=O)(=O)c1cc(OC)ccc1OC,-2%,-22%,4,6%,1%,-1,-8%,-0.2,-13%
COC(=O)c1sccc1-c1ccc(/C=N/OC(=O)c2ccccc2)o1,11%,0%,/,12%,1%,0,-12%,/,7%
C=CCN(c1ccccc1)S(=O)(=O)c1cccc(C(=O)OCC(=O)NC2CC2)c1,-3%,8%,-15,21%,-6%,-9,-5%,-0.2,-2%
CCSc1nnc(NC(=O)CSc2nc(CC)nc3c2c(=O)n(C)c(=O)n3C)s1,-3%,33%[activator],-10,-15%,1%,-7,3%,-1.5,-12%
COc1cccc(-c2cnc3c(NC=O)cc(-c4ccccc4)cn23)c1,1%,-10%,/,/,?,3,/,/,/
CC(C)NC(=O)C1CC(=O)N(CCc2ccc(F)cc2)C1 (configuration not stated),-1%,-33%,/,/,2%,-1,-1%,/,/
O=C(c1ccccc1)N(Cc1ccc(F)cc1)C1CCS(=O)(=O)C1 (configuration not stated),-5%,8%,-8,8%,-1%,-4,0%,-0.6,-1%
COc1cccc(NC(=O)CN2CCc3ccccc3C2)c1,9%,5%,3,17%,-2%,-8,10%,-0.1,-1%
Cc1ccc(Cl)c(OCC(=O)N(C)CC(=O)Nc2ccc(N3CCOCC3)cc2)c1,-4%,-10%,-9,-6%,0%,-4,1%,0.2,-19%
COc1ccc(C(=O)CC2OC(=O)c3c2ccc(OC)c3OC)cc1 (configuration not stated),-2%,22%,-12,-16%,1%,1,1%,-0.8,0%
CC(C)c1nc2sc3c(=O)[nH]c(=S)[nH]c3c2c2c1CCCC2,0%,25µM*,4,-47%,-1%,0,-7%,0.3,12%
Cc1ccc(-c2cc3nn(-c4ccccc4)c(N)c3c(=O)o2)cc1,9%,-3%,11,2%,4%,-16,0%,0.6,-6%
N#C/C(N)=C(/C#N)N=Cc1cccc(Cl)c1,-1%,0%,4,8%,-1%,-13,9%,-2.3,2%
CCOc1ccc(CN2CCN(S(=O)(=O)c3ccc(NC(C)=O)cc3)CC2)cc1OC,-2%,?,2,19%,-4%,-19,-6%,0.8,/
COc1ccc(S(=O)(=O)NCCN2CCOCC2)c2ccccc12,1%,?,-10,-21%,-5%,-4,3%,0.6,/
O=C(Oc1ccc(-c2nnco2)cc1)c1cc(S(=O)(=O)N2CCOCC2)ccc1F,-2%,-1%,/,/,-5%,-2,-4%,/,/
CC(=O)c1ccc(NC(=O)NCc2ccc(F)cc2)cc1,-2%,-25%,10,-7%,-10%,-1,-10%,-0.4,11%
C[C@]1(C(=O)NCCCNc2ncc(C(F)(F)F)cc2Cl)C=C[C@@H](Cc2ccccc2)N1C(=O)c1ccccc1,2%,/,4,-22%,-8%,2,-7%,0.8,-8%
Oc1cccc(C2c3[nH]c4ccccc4c3CCN2Cc2ccoc2)c1 (configuration not stated),2%,28%,-9,-20%,-11%,-121*,-14%,0.4,15%
O=C(NCCNC1CCC(c2ccccc2)CC1)c1cccs1 (configuration not stated),-5%,?,48*,9%,1%,-17,1%,50*,7%
COc1ccc(CC(=O)OC(C)CN2CCCCC2)cc1 (configuration not stated),1%,-11%,-8,28%,5%,-3,11%,0.9,2%
Cc1ccsc1/C=N/NC(=O)Cc1cc(=O)[nH][nH]1,-6%,56%[activator],/,-18%[56.9 µM],0%,0,1%,/,14%
Cn1cccc1/C=N/NC(=O)c1ccncc1,2%,4%,1,23%,-11%,1,?,0.0,-11%
CN1CCc2c(sc(NC(=O)CS(=O)(=O)c3ccccc3)c2C(N)=O)C1,5%,0%,3,23%,0%,-6,6%,0.2,3%
CCCNC(=O)c1cc(C2CCCN(C(=O)C3CCCCC3)C2)on1 (configuration not stated),-3%,4%,/,/,-2%,-9,/,/,/
NS(=O)(=O)c1ccc(CNC(=O)/C=C/c2cccc([N+](=O)[O-])c2)cc1,-1%,-4%,-6,16%,0%,-9,0%,-0.1,6%
CN(C)C(=O)CSc1nnc(NC(=O)CCc2ccccc2)s1,-1%,201%[activator],1,-2%,-11%,0,-8%,-0.2,-9%
CC(=O)c1ccc(NC(=O)c2nc(-c3ccccc3)n(-c3ccc(Cl)cc3)n2)cc1,-1%,-19%,/,10%,3%,-7,-3%,-0.9,6%
COc1ccc(NC(=O)CCC(=O)Nc2nnc(C(F)(F)F)s2)c(OC)c1,-4%,22%,/,-19%,1%,-1,0%,/,-8%

# Continuation.
molecule,GRP78 ERSR act,12-LOX inh,D2 antagonist,RGS4 inh,Vif-APOBEC3G blk,LDHA inh,Vif-APOBEC3F blk,D2 ag,ERG-DNA inh
O=C(c1ccc2c(c1)CCN2S(=O)(=O)c1ccc(Cl)cc1)N1CCN(c2ccc(F)cc2)CC1,-1%,-24%,/,0%,-9%,-3,1%,-0.7,-5%
CC(=O)C1=C(c2ccc(Br)cc2)C(=O)c2ccccc2C1=O,-14%,-18%,-6,-32%,-11%,33,-15%,-2.3,3%
COC(=O)c1cc(Br)c(=O)n(-c2ccc(OC)cc2)c1,-6%,121%[activator],7,8%,-6%,0,-6%,0.3,5%
COc1ccc(/C=C2\NC(=S)N(CC3CCCO3)C2=O)c(OC)c1C (configuration not stated),-2%,?,-8,-14%,-8%,2,-1%,1.0,/
O=[N+]([O-])c1cccnc1Oc1cc(Cl)c(Cl)cc1Cl,1%,-18%,/,/,-5%,-19,0%,/,/
Cn1c(NC2CCCCC2)c(N=O)c(=O)n(C)c1=O,-4%,-1%,1,-12%,-2%,-9,9%,0.2,1%
Cc1ccc(NC(=O)Cn2cc(S(=O)(=O)c3ccccc3)c(=O)c3cc4c(cc32)OCO4)cc1,-1%,-18%,/,11%,0%,4,-5%,-0.8,4%
CCCCNc1nc(Oc2ccc(=O)n(C)n2)nc(N2CCOCC2)n1,/,-10%,/,-19%,/,-5,/,0.3,-1%

# Not all compounds are listed, so the mix of outcomes need not match the whole.
